FadD28 binding: inhibitors of FadD28 bisubstrate probe binding, primary screen, biochemical, fluorescence polarization, single point; Mycobacterium tuberculosis FadD28 fatty-acid-AMP ligase; inhibition, % at 12.5 µM; actives 0.22% (n = 360,000); in the data active = inhibition above about 8.5%, passing the limit was not always enough; inconclusive = no clear call, values can overlap the other calls
Mtb FBA inh: Mtb FBA enzyme inhibitors, primary screen, biochemical, fluorescence, strain H37Rv; Fructose-bisphosphate aldolase (Mycobacterium tuberculosis (strain ATCC 25618 / H37Rv)), …; purified M. tuberculosis FBA, fluorescence read-out; inhibition, % at 1 µM; actives 2.3% (n = 360,000); in the data active = inhibition above about 27%;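 also: 0% = vehicle and 100% = reference inhibitor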
Target sequence (P9WQA3 whole entry, looked up): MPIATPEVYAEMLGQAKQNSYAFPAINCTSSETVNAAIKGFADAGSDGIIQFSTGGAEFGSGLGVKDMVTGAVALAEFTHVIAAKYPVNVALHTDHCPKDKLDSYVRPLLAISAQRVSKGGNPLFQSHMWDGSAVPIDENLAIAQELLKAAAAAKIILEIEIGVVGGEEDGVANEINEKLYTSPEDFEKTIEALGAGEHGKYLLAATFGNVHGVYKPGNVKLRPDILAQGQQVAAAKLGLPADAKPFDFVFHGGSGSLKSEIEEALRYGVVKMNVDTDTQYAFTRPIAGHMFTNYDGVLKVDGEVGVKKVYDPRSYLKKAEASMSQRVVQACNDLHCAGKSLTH
Rv3671c inh: Rv3671c serine protease inhibitors, primary screen, biochemical, fluorescence polarization, M. tuberculosis H37Rv; inhibition, % at 5.96 µM; P9WHR9; actives 0.048% (n = 320,000); in the data active = inhibition above about 38%;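 also: extracellular domain of Rv3671c used as enzyme; 0% = enzyme with DMSO and 100% = no enzyme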
Mtb BioA inh: M. tuberculosis BioA enzyme inhibitors, primary screen, biochemical, plate reader, single point, HTS; inhibition, % at 9.99 µM; purified M. tuberculosis BioA enzyme; AID 602481, 2012; 7,8-diaminopelargonic acid synthase BioA (Mycobacterium tuberculosis); actives 0.096% (n = 360,000); in the data active = inhibition above about 40%; inconclusive = no clear call, values can overlap the other calls
CCHF vOTU inh: CCHFV vOTU protease inhibitors, primary screen, biochemical, Pep-AMC substrate, fluorescence | inhibition, % at 11.5 µM | actives 0.55% (n = 370,000) | AID 651958, 2012; also: 0% = vehicle wells with enzyme and 100% = no enzyme wells
UGM FP inh: M. tuberculosis UGM enzyme inhibitors, primary screen, biochemical, fluorescence polarization, single point; actives 0.06% (n = 320,000); inhibition, % at 10 µM; AID 504406, 2011; purified UGM, fluorescence polarization probe displacement; in the data active = inhibition above about 10%, passing the limit was not always enough; inconclusive = no clear call, values can overlap the other calls
Target sequence (P9WIQ1 whole entry, looked up): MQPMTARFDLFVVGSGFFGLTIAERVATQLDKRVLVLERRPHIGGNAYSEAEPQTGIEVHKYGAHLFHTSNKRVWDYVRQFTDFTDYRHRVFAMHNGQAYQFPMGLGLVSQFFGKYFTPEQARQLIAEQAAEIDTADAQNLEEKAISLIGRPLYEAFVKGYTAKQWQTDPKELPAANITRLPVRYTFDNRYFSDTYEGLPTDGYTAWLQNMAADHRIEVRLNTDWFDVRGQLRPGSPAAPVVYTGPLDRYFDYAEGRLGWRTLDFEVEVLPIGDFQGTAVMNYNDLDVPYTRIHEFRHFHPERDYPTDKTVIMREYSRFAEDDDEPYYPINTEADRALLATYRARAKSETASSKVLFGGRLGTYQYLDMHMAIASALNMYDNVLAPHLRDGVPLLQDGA
VHR inh abs: VHR1 phosphatase inhibitors, primary screen, biochemical, absorbance, uHTS. Dual specificity protein phosphatase 3 (Homo sapiens), P51452. recombinant VHR phosphatase, pNPP absorbance. inhibition, % at 13.3 µM. actives 0.52% (n = 290,000). AID 1654, 2009; in the data active = inhibition above about 50%; also: some compounds called inactive have numbers as strong as hits
Target sequence (P51452 whole entry, looked up): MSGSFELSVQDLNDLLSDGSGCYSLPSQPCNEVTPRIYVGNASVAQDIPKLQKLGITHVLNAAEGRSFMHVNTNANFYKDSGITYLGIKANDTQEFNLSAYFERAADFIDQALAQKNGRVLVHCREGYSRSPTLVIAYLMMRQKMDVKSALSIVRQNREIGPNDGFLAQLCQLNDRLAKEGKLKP
GDH-TPI counter: GDH-TPI coupling enzyme inhibitors, primary screen, artefact control for M. tuberculosis FBA inhibitor project, biochemical, absorbance, full deck; GDH-TPI coupled enzyme counterscreen, NADH absorbance; actives 1.2% (n = 360,000); inhibition, % at 4.8 µM; AID 588335, 2011;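 also: 0% = DMSO wells and 100% = wells lacking the enzyme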
MazF activator: activators of E. coli MazEF toxin-antitoxin RNase, primary screen, biochemical, fluorescence, uHTS; FAM/BHQ RNA-DNA oligo cleavage fluorescence, 5 h; activation, % at 20 µM; actives 0.32% (n = 350,000); AID 504720, 2011; in the data active = activation above about 50%
Target sequence (P0AE70 whole entry, looked up): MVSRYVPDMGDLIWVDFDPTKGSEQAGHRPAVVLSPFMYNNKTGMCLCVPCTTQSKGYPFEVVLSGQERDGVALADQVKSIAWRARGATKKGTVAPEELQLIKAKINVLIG
BoNT F protease: BoNT/F light chain protease inhibitors, primary screen, biochemical, flow cytometry, MLPCN library; Multiplex microsphere protease cleavage assay; inhibition, % at 10 µM; actives 0.22% (n = 360,000); AID 588497, 2011; in the data active = inhibition above about 35%, passing the limit was not always enough; inconclusive = no clear call, values can overlap the other calls; also: plate controls were buffer without enzyme for full effect and enzyme alone for no effect
Numbers without * were called inactive; u = inconclusive; x = no result given; + = active, no number. Rule as the data show it, unless noted: active = inhibition above about 30%; inactive = the rest. Hits appear at their usual frequency, and some 4.9% of all compounds hit somewhere here.

SMILES	FadD28 binding	Mtb FBA inh	Rv3671c inh	Mtb BioA inh	CCHF vOTU inh	UGM FP inh	VHR inh abs	GDH-TPI counter	MazF activator	BoNT F protease
Cc1ccc(Nc2ccc(C(=O)O)cc2[N+](=O)[O-])cc1	0.3	-5	-1	x	4	3.2	6	4	4	-18
CCN1CCCc2cc(CN(CCN3CCOCC3)C(=S)Nc3cc(F)cc(F)c3)ccc21	-0.1	1	-2	-0.7	12	-2.4	18	-1	16	-14
Cc1cc(C)c2c(n1)sc1c(O)cc(=O)[nH]c12	-1.3	13	-4	0.2	-7	1.2	6	12	8	0
COc1ccccc1C(=O)NCCC(=O)N1CCN(S(=O)(=O)c2ccccc2C(F)(F)F)CC1	-2.3	-2	x	2.4	13	x	x	-4	0	6
O=C(NC(Cc1c[nH]c2ccccc12)C(=O)N/N=C/c1ccc(Cl)cc1)c1cccs1 (centres undefined)	-5.9	0	-79	x	17	3.9	17	8	9	-8
Cc1ccc2[nH]cc(CCNC(=O)CN3C(=O)c4ccccc4C3=O)c2c1	-2.0	2	0	x	-1	-1.2	2	-1	1	-1
CCCSc1ccc([C@@H]2[C@@H]3C(=O)N(CC)C(=O)[C@@H]3[C@]3(C(=O)OC)CCCCN23)cc1OC	-1.9	3	-3	-1.2	9	-3.0	x	9	4	-1
COc1cccc(-c2nc(CS(=O)(=O)CC(=O)NC3CCCCCC3)c(C)o2)c1	-1.1	4	9	0.5	11	-0.3	-2	0	-7	2
Cc1cc(C(=O)COc2ccc(F)cc2Br)c(C)n1C1CC1	-3.1	-3	x	-0.4	3	x	x	1	0	-1
CCOC(=O)c1nnc(-c2ccccc2)nc1Sc1ccccc1Cl	-4.1	0	4	0.2	-1	0.1	18	3	0	2
CCN(CC)CCn1c2c(c(SCC(=O)Nc3cc(OC)cc(OC)c3)nc1=O)CCC2	-0.9	1	5	2.2	-3	-1.2	x	6	5	9
COc1cc(CC(=O)O)c([N+](=O)[O-])cc1OC	-0.3	-2	3	x	-1	-1.6	21	13	6	-13
CC(=O)N(Cc1ccccc1)c1ccc(C(=O)O)cc1	0.5	4	5	-1.2	20	-0.3	-4	4	7	-13
N=C1SCC(=O)N1c1ccccc1Cl	0.8	4	-11	0.0	-8	2.6	-3	8	2	11
Cc1cc(NC(=O)c2cccc([N+](=O)[O-])c2)no1	-0.5	-2	5	x	1	1.4	4	10	6	u
CCOc1ncccc1C(=O)NCc1cccc(OC)c1	-1.1	6	4	-0.2	-2	0.6	-10	6	2	-2
CCOC(=O)c1c(-c2cccc(N)c2)cn2ccccc12	-0.3	3	0	-1.5	4	2.0	21	2	8	-3
OCCN1CCSC1=S	-0.9	0	x	-0.5	4	x	x	4	-3	2
Cc1ccc(NC(=O)c2snc3ccc(Cl)cc23)cc1C	-1.5	-1	-25	x	7	0.6	4	7	33	0
Cc1ccc(NC(=O)CSCC(=O)Nc2nnc(C3CC3)s2)cc1	-0.8	-1	-3	-0.3	-4	2.9	x	1	-3	x
O=C(CCCN1CCC(n2c(=O)[nH]c3ccccc32)CC1)c1ccc(F)cc1	1.4	0	13	-0.3	10	-0.8	x	1	6	5
Cc1ccc(S(=O)(=O)N2Cc3cc(N4CCOCC4)ccc3-n3nncc3C2)cc1	-1.6	2	x	-1.6	-4	x	x	x	x	-21
COC(=O)c1ccc(C2/C(=C(\O)c3ccc(OC)c(C)c3)C(=O)C(=O)N2c2cc(C)on2)cc1 (centres undefined)	-3.1	0	-2	1.7	20	3.5	20	23	-4	-12
Cc1ccc(NC(=O)C(=O)N2CCCC2)cc1Cl	-4.0	-6	-18	x	-5	-1.8	12	0	5	0
Cc1cc(C)nc(Nc2ccc(O)cc2)n1	-1.8	-3	3	0.5	-10	-0.3	2	-5	0	0

(more compounds)
SMILES	FadD28 binding	Mtb FBA inh	Rv3671c inh	Mtb BioA inh	CCHF vOTU inh	UGM FP inh	VHR inh abs	GDH-TPI counter	MazF activator	BoNT F protease
CCOc1ccc(S(=O)(=O)N2CCN(C(=O)Cc3ccc(S(=O)(=O)N4CCOCC4)s3)CC2)cc1	-2.2	9	-10	x	-3	1.4	x	8	-23	7
CC1=NCCN1S(=O)(=O)c1ccccc1[N+](=O)[O-]	-0.2	-1	-11	0.5	8	-2.4	-7	7	4	0
Cc1cccc2c1-c1sc(C(=O)Nc3nccs3)cc1CO2	-3.0	42*	-26	-0.8	-41	-0.4	17	2	0	-6
CCN(CC)C(=O)[C@H]1CC(CC(=O)NCc2cccc(C(F)(F)F)c2)C(=O)N2CCc3c([nH]c4ccccc34)[C@]12C (some centres undefined)	-3.1	-1	-1	-2.6	29	3.9	x	-5	-3	-5
CC1(C)CC(=O)C(N=Nc2cccc(F)c2C#N)=C(O)C1	-0.6	-4	2	-4.6	-8	0.6	20	12	3	5
OC(c1ccccc1)(c1nc(-c2ccccc2)cs1)C(F)(F)F (centres undefined)	-29	-2	x	-2.4	12	x	x	-10	x	-14
Cc1cc(C)c(C(=O)CSc2nnc(-c3ccccc3Br)o2)cc1C	-2.2	6	x	3.7	5	x	-1	12	45	-2
CC(c1ccco1)N(C(=O)C12CC3CC(CC(C3)C1)C2)c1ccccn1 (centres undefined)	-1.3	0	6	-2.4	6	-0.6	-4	-2	-8	-19
COc1ccc(CCNC(=O)COc2ccc(S(=O)(=O)NC(C)C)cc2)cc1OC	-0.1	1	-4	x	-2	2.7	29	0	9	-8
CN(C)CCN1C(=O)C(=O)/C(=C(/O)c2ccc(F)cc2)C1c1ccccc1F (centres undefined)	-3.1	1	5	-2.9	-3	-1.9	18	13	5	3
CC(=O)c1cccc(NC(=S)NCc2ccco2)c1	-4.3	1	-11	x	4	0.3	48	-4	8	5
COC(=O)c1c(NC(=O)COC(=O)[C@@H](NS(=O)(=O)c2ccccc2)C(C)C)sc2c1CCC2	-0.5	-4	-4	-2.8	19	1.3	8	6	1	-5
COc1ccccc1-c1sc2cc3c(cc2c1-c1ccc(O)cc1)OCO3	-9.9	2	-2	-1.1	30*	-1.7	x	4	10	-12
Cc1c(OCc2ccccc2)cccc1OCc1ccccc1	-1.7	13	-4	-2.5	-2	1.8	4	8	-7	-6
COc1cc(NC(=O)CSc2nc3c(c(=O)n(C)c(=O)n3C)n2C)cc(OC)c1	-1.3	-1	-3	-0.8	8	0.4	-2	-6	3	1
O=C(Nc1ccc(Cl)cc1C(F)(F)F)C(Sc1nnc(-c2cccs2)o1)c1ccccc1 (centres undefined)	-0.3	0	-31	x	9	-0.1	0	3	0	-6
CCCN(CC(=O)Nc1ccc(Cl)cc1Cl)C(=O)/C=C/c1cccc([N+](=O)[O-])c1	-1.0	1	-11	-1.3	-7	4.2	-9	0	1	-8
Cc1cc(NCCCN2CCOCC2)n2c(nc3ccccc32)c1C#N	-4.8	+	-7	1.1	-150	2.4	19	3	4	-11
CCNC(=O)C1CC(=O)N(Cc2ccc3c(c2)OCO3)C(=Nc2ccc(OCC)cc2)S1 (centres undefined)	0.6	-1	2	-6.5	-1	3.5	-6	11	5	-40
COCCCNC(=O)C1CCN(c2nc(C)cc(C)n2)CC1	-0.8	10	3	-1.0	-9	1.8	9	-5	3	7
NC(=O)c1cc([N+](=O)[O-])ccc1NCc1cccnc1	-0.4	-1	-3	x	-11	5.4	6	12	4	1
N#CC1(NC(=O)COC(=O)c2ccccc2[N+](=O)[O-])CCCCC1	-2.7	1	2	0.6	-9	-2.2	x	-4	-6	-4
O=C(CN1CCN(C(=O)c2cccs2)CC1)Nc1ccc(Br)cc1	-4.7	0	-2	10	0	0.4	14	-8	0	-5
Cc1ccc(-c2nc(C(=O)NCC3CCCO3)cc3c2[nH]c2ccccc23)cc1 (centres undefined)	-8.5	13	-86	0.2	-4	-0.6	12	-3	-9	-5
Cc1ccc(/C(N)=N/OC(=O)Cc2cccc3ccccc23)cc1	-1.2	1	-11	x	-3	-2.4	38	5	-7	-6

Single records, as listed above.
CCN(CC)C(=O)[C@H]1CC(CC(=O)NCc2cccc(C(F)(F)F)c2)C(=O)N2CCc3c([nH]c4ccccc34)[C@]12C (some centres undefined) is listed as FadD28 binding = -3.1; Mtb FBA inh = -1; Rv3671c inh = -1; Mtb BioA inh = -2.6; CCHF vOTU inh = 29; UGM FP inh = 3.9; VHR inh abs = x; GDH-TPI counter = -5; MazF activator = -3; BoNT F protease = -5
CCOc1ccc(S(=O)(=O)N2CCN(C(=O)Cc3ccc(S(=O)(=O)N4CCOCC4)s3)CC2)cc1 is listed as FadD28 binding = -2.2; Mtb FBA inh = 9; Rv3671c inh = -10; Mtb BioA inh = x; CCHF vOTU inh = -3; UGM FP inh = 1.4; VHR inh abs = x; GDH-TPI counter = 8; MazF activator = -23; BoNT F protease = 7
COCCCNC(=O)C1CCN(c2nc(C)cc(C)n2)CC1 is listed as FadD28 binding = -0.8; Mtb FBA inh = 10; Rv3671c inh = 3; Mtb BioA inh = -1.0; CCHF vOTU inh = -9; UGM FP inh = 1.8; VHR inh abs = 9; GDH-TPI counter = -5; MazF activator = 3; BoNT F protease = 7

The results go on.
SMILES	FadD28 binding	Mtb FBA inh	Rv3671c inh	Mtb BioA inh	CCHF vOTU inh	UGM FP inh	VHR inh abs	GDH-TPI counter	MazF activator	BoNT F protease
CCOC(=O)c1sc(NC(=O)C(C)Sc2nnc(N)s2)nc1C (centres undefined)	-0.9	-2	2	x	7	0.6	3	0	4	-6
CN(CC(=O)Nc1ccc(F)cc1)C(=O)C1CCN(C(=O)Nc2ccccc2)CC1	x	0	2	1.2	5	1.4	x	-1	0	-2
COC(=O)c1cc(=O)n(Cc2ccc(F)cc2)c(=Nc2ccccc2)s1	-2.0	7	-10	x	7	1.1	23	18	1	-7
Cc1cc(N2CCCC2=O)c(N)cc1N	1.3	-1	-11	-1.6	-19	-0.5	33	5	6	3
COc1ccc(C(=O)/C=C/c2ccc(N3CCCCC3)c([N+](=O)[O-])c2)c(OC)c1	0.9	-2	0	-4.6	-5	0.0	8	10	-2	-5
CC1CCC(=NNC(=O)Cc2cccn2C)CC1 (centres undefined)	-0.2	0	7	x	3	5.6	-17	1	-5	2
CCc1cc(C(=O)OC)c(NC(=O)CN2CCN(C(=O)c3ccco3)CC2)s1	-1.3	5	4	-0.6	14	0.9	-23	10	-18	x
Cc1cc(C)c(NC(=O)COC(=O)/C=C/c2cccs2)c(C)c1	-1.4	0	0	x	-2	0.3	8	11	-3	3
NS(=O)(=O)c1cccc(NC(=O)CSc2nnc(C3CC3)n2-c2ccccc2)c1	-0.1	2	10	x	2	-0.8	x	-3	-4	-1
CCOc1ccc2ccccc2c1C(=O)N1CCN(c2ccccc2)CC1	-0.2	1	-4	0.7	-10	0.4	-2	2	1	6
CCCC(C)NC(=O)CSc1nnc(-c2c[nH]c3ccccc23)o1 (centres undefined)	-5.1	-1	3	x	-1	-1.3	14	3	-1	-4
O=C(NCCN1CCN(c2ccccc2)CC1)C1CCN(S(=O)(=O)c2cccc3nonc23)CC1	1.1	0	1	-2.8	0	-0.5	-1	12	-5	-7
COc1ccc(CCNc2ccc(N3C(=O)CC(C)C3=O)cc2[N+](=O)[O-])cc1OC (centres undefined)	-0.4	-3	13	-6.8	22	0.8	6	11	-23	-2
COC(=O)N1C(=O)[C@](c2ccc(OC)cc2)(C(C)C)N1C(=O)OC	-5.4	3	-3	1.2	-4	-2.4	25	3	3	3
O=C(NC(=S)Nc1cccc(NC(=S)NC(=O)c2ccccc2)c1)c1ccccc1	-2.0	0	x	0.4	24	x	x	18	-9	-16
Cc1ccc(S(=O)(=O)N(Cc2ccccc2)Cc2ccco2)cc1	-6.8	-1	-8	1.3	15	-1.8	-8	0	-8	-1
